MCL1 BIM primary = inhibitors of human MCL1 binding to BIM-BH3 peptide; Q07820; AID 2057; GST-MCL1 / FITC-Bim-BH3 fluorescence polarization; inhibition, % at 10.9 µM; hit rate 0.68% among 320,000;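 active means inhibition above the mean inhibition of all tested compounds plus 3 SD, set per campaign, cut at about 40% in these data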;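 further: 0% = DMSO wells and 100% = unlabeled Bim-BH3 peptide control; higher means more loss of mP so more displacement of Bim peptide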
AHR activator = human AHR activation; P35869; AHR-responsive luciferase reporter cells, luminescence; activation, % at 5 µM; hit rate 2.5% among 320,000; AID 2796; in the data active means activation above about 47%;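 further: 0% = vehicle wells and 100% = reference agonist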
GLD-1 RNA inh = GLD-1-TGE RNA interaction inhibition (C. elegans); Q17339; purified GLD-1 + fluorescein TGE RNA, fluorescence polarization; inhibition, % at 5.96 µM; hit rate 0.44% among 320,000; AID 2280;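 active means percent inhibition above a per-plate cutoff, the plate mean of test compounds plus 3 SD, cut at about 30% in these data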;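 further: 0% = DMSO wells with GLD-1 and probe and 100% = wells lacking GLD-1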
PAFAH1B2 FP inh = inhibitors of human PAFAH1B2; recombinant PAFAH1B2, FP-rhodamine activity probe, fluorescence polarization; inhibition, % at 3.39 µM; hit rate 1.2% among 340,000;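 active means inhibition above the mean of all tested compounds plus 3 SD, cut at about 24% in these data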;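 further: 0% = enzyme with DMSO and 100% = wells lacking PAFAH1B2; many of its hits are not listed in these tables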
Fam108B inh = counter-screen for RBBP9 inhibitors: inhibitors of mouse Fam108B | inhibition, % at 9.51 µM | AID 1947 | hit rate 0.33% among 300,000 | recombinant Fam108B, FP-Rh probe fluorescence polarization;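 active means inhibition above the screen mean inhibition plus 3 SD, computed separately per campaign, cut at about 18% in these data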;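 further: inhibitors lower polarization as less probe binds the enzyme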
MEX-5 binding = C. elegans MEX-5 TCR-2 RNA binding activity | Q9XUB2 | MEX-5/FITC-TCR2 RNA binding, fluorescence polarization; active compounds read low | activity score (negative = inhibition of binding), % at 10 µM | hit rate 0.38% among 300,000 | AID 1832;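 active means inhibition past about -25% in most replicates, and total fluorescence under double the plate's negative control median, limit read from the data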;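 further: 0% = DMSO and -100% = 5 µM competing unlabeled TCR2 RNA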
Target sequence (Q9XUB2 whole entry, looked up): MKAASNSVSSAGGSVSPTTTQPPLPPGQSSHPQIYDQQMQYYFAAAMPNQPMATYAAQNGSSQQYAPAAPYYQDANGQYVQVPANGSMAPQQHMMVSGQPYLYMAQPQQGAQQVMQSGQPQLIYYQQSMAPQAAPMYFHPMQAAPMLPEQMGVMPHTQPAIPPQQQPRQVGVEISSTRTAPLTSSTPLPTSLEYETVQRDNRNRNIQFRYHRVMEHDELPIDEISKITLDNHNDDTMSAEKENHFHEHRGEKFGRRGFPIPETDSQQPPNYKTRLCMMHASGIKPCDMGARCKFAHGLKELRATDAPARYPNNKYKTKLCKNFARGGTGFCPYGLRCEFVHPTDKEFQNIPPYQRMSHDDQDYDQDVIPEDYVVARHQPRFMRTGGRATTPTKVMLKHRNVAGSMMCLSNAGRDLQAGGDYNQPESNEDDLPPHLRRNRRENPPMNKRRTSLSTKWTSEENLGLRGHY
pPAFAH FP inh = inhibitors of human plasma PAF acetylhydrolase (pPAFAH) | Q13093 | recombinant pPAFAH, FP-rhodamine probe fluorescence polarization | inhibition, % at 3.39 µM | hit rate 1.5% among 330,000 | AID 463082;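 active means inhibition above the mean inhibition across the screen plus 3 SD, cut at about 25% in these data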;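 further: inhibitors block binding of the rhodamine activity-based probe so polarization drops; 0% = enzyme with DMSO and 100% = wells lacking pPAFAH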
Bcl-xL primary = blocks human Bcl-xL binding to Bim BH3 peptide; inhibition, % at 10.9 µM; GST-Bcl-xL / FITC-Bim BH3 peptide fluorescence polarization; hit rate 0.7% among 320,000;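 active means inhibition above the mean of all tested compounds plus 3 SD, cutoff set per campaign, cut at about 30% in these data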;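 further: 0% = DMSO wells and 100% = unlabeled Bim-BH3 peptide competitor; inhibitors lower millipolarization by displacing the labeled peptide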
Target sequence (Q07817 whole entry, looked up): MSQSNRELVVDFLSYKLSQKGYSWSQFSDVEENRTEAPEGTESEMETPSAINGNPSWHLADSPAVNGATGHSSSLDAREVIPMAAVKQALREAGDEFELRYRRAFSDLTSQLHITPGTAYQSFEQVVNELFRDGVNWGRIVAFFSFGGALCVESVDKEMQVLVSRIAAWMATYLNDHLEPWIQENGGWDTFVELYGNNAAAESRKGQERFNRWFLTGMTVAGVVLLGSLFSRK
PME-1 primary = blocks human protein phosphatase methylesterase 1. AID 2130. inhibition, % at 5.9 µM. Q9Y570. hit rate 0.53% among 320,000. recombinant PME-1, FP-Rh probe fluorescence polarization;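 active means inhibition above the campaign mean of all compounds plus 3 SD, cut at about 26% in these data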;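 further: competitive labeling of PME-1 active site by serine hydrolase directed probe; 0% = PME-1 with DMSO and 100% = wells lacking PME-1 enzyme; inhibitors block probe labeling so polarization falls and inhibition rises; many of its hits are not listed in these tables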
Target sequence (Q9Y570 whole entry, looked up): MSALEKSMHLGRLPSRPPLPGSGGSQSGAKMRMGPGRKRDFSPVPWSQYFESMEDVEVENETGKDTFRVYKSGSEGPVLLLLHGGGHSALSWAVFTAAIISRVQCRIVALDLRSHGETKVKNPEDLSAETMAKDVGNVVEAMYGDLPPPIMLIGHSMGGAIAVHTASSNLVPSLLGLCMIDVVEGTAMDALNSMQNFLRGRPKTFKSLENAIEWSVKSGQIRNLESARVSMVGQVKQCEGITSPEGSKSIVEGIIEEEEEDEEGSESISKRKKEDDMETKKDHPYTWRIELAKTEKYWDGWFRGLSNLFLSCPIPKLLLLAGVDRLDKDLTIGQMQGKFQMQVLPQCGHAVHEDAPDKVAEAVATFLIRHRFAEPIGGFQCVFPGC
Numbers without * were called inactive; . = no result given; & = joins results of further samples. Not all compounds are listed, so the mix of outcomes need not match the whole.

SMILES	MCL1 BIM primary	AHR activator	GLD-1 RNA inh	PAFAH1B2 FP inh	Fam108B inh	MEX-5 binding	pPAFAH FP inh	Bcl-xL primary	PME-1 primary
Cc1cc(C)c(S(=O)(=O)c2ccccc2C)c(Oc2ccccc2)n1	10	-1	-5	3	-3	0.0	5	2	5
CC(=O)c1c(C)[nH]c(C(=O)OCC(=O)Nc2ccc(C)cc2[N+](=O)[O-])c1C	-2	9	8	4	5	-1.3	5	0	-2
Cc1cccc(Cn2c(N3CCN(C)CC3)nc3c2c(=O)[nH]c(=O)n3C)c1	1	-2	7	3	-5	-1.6	-1	0	1
COc1ccc(CCNC(=O)CN2CCN(c3ccccc3Cl)CC2)cc1	-28	3	8	2	0	0.8	5	-2	4
O=C(Nc1cc2cc([N+](=O)[O-])ccc2oc1=O)c1cccs1	-4	12	-2	.	5	-1.1	2	0	6
COc1ccc(-n2c(SCC(=O)Nc3ccccc3OC)nc(O)c(Cc3ccccc3)c2=O)cc1	-1	16	-14	5	5	-0.6	9	2	1
Nc1nnc(N)c2ccccc12	-1	3	5	-4	3	1.1	-5	0	1
CC(C(=O)Nc1ccc(S(=O)(=O)N2CCCC2)cc1)N1CCc2ccccc2C1 (stereo unspecified)	3	2	2	1	.	.	3	3	9
Cc1ccc(C(=O)Cn2cncn2)cc1	4	5	6	-3	-4	1.8	1	3	0
CCc1ccc(C2CC(c3ccc(Cl)cc3)n3nc(N)nc3N2)cc1 (stereo unspecified)	-2	5	9	36*	-2	-0.5	-3	6	-2
N[C@@H](Cc1ccccc1)c1nnc2sc(SCc3ccccc3)nn12	-8	4	-5	14	4	0.4	5	6	-1
O=C(O)c1ccc(-c2ccc(OS(=O)(=O)c3ccccc3F)cc2)cc1	-2	-7	3	9	-1	0.3	7	5	-5
O=C(CCC1CCCN(C(=O)c2ccncc2)C1)NCc1ccc(F)c(F)c1 (stereo unspecified)	0	2	-6	-3	6	-0.9	2	3	-1
CN(C)S(=O)(=O)c1cccc(COc2cccnc2[N+](=O)[O-])c1	-7	1	0	1	0	1.2	4	16	-1
CCOc1ccc(OCCC(=O)OCC(=O)Nc2ccc(Cl)cn2)cc1	0	8	9	2	-5	-3.2	25*	1	-1
Cc1c(C)c2ccc(OCC(=O)N(C)C3CCS(=O)(=O)C3)c(C)c2oc1=O (stereo unspecified)	-1	2	-2	5	0	2.3	-1	1	-5
Cc1ccsc1C1C(C#N)=C(N)OC2=C1C(=O)CC(C)C2 (stereo unspecified)	3	6	-3	1	-4	0.7	-3	3	-6
COc1cccc(NC(=O)NC2CCCCC2C)c1 (stereo unspecified)	7	5	-2	0	-1	0.7	-4	3	1
Cc1cc(C)nc(NS(=O)(=O)c2ccc(N3C(=O)C4CC=C(Cl)CC4C3=O)cc2)n1 (stereo unspecified)	6	0	3	3	0	.	4	1	2
CC(C)[C@H](NS(=O)(=O)c1ccccc1)C(=O)OCC(=O)Nc1ccccc1Sc1ccccc1	13	0	5	7	-8	0.1	10	5	2

One compound at a time, as listed above:
Record of `Cc1ccc(C(=O)Cn2cncn2)cc1` → MCL1 BIM primary = 4; AHR activator = 5; GLD-1 RNA inh = 6; PAFAH1B2 FP inh = -3; Fam108B inh = -4; MEX-5 binding = 1.8; pPAFAH FP inh = 1; Bcl-xL primary = 3; PME-1 primary = 0
Record of `O=C(CCC1CCCN(C(=O)c2ccncc2)C1)NCc1ccc(F)c(F)c1` (stereo unspecified) → MCL1 BIM primary = 0; AHR activator = 2; GLD-1 RNA inh = -6; PAFAH1B2 FP inh = -3; Fam108B inh = 6; MEX-5 binding = -0.9; pPAFAH FP inh = 2; Bcl-xL primary = 3; PME-1 primary = -1

More entries
SMILES	MCL1 BIM primary	AHR activator	GLD-1 RNA inh	PAFAH1B2 FP inh	Fam108B inh	MEX-5 binding	pPAFAH FP inh	Bcl-xL primary	PME-1 primary
Cc1nc(N)c(Cc2ccccc2F)c(N)n1	-7	1	5	5	-4	1.4	3	-1	0
CC1C(=O)N2CCCc3cc(NC(=O)COc4ccc(Cl)cc4)cc1c32 (stereo unspecified)	2	-1	1	2	0	1.3	13	3	4
O=C(O)CC(NC(=O)c1ccncc1)c1ccccc1 (stereo unspecified)	-1	2	1	3	-1	-1.5	3	5	1
CN1CCc2c(sc3c2c(NCc2ccco2)nc2nnnn23)C1	11	3	-4	3	3	-11	11	14	-2
Nc1nc2c(c(=O)[nH]1)C(c1ccccc1)C1=C(N2)c2ccccc2C1=O (stereo unspecified)	10	6	-4	3	6	1.2	8	15	-2
CCOC(=O)c1cnc(-c2ccccc2)nc1N	2	6	-5	3	-3	0.8	3	-3	1
CC(C)CNc1ncnc2c1cnn2Cc1ccccc1Cl	-2	2	-1	-3	-4	-0.8	3	3	0
O=C(COC(=O)CC1CC2CCC1C2)Nc1cccc(S(=O)(=O)NC2=NCCCCC2)c1 (stereo unspecified)	-2	1	-7	6	2	-2.7	10	-10	-5
Cc1sc2c(c1C)CN(C(C)(C)C)CN2C(=O)c1ccccc1	-6	24	-9	0	-11	-2.3	1	-1	1
Cc1ncc(CO)c(/C=N/NC(=O)c2cc3c(s2)CCCC3)c1O	14	12	15	12	-1	1.4	13	10	-10
COc1ccccc1C(=O)NC(CCSC)C(=O)OCC(=O)NC(=O)NCc1ccco1 (stereo unspecified)	10	3	7	1	-1	1.9	1	7	6
O=C(CN(Cc1cccs1)S(=O)(=O)c1ccc(S(=O)(=O)N2CCCCC2)cc1)Nc1ccccc1	7	-2	6	5	1	1.9	-6	8	2
COc1cc(C=O)cc(Br)c1OCC(N)=O	-6	2	-1	2	-2	-4.1	4	-3	0
COCc1[nH]nc2c1C(c1ccccc1F)C(C#N)=C(N)O2 (stereo unspecified)	-1	4	5	1	-5	-1.4	-5	-2	3
O=C(NN=C1CCCCCCCCCCC1)c1ccccc1F	-4	9	1	3	-2	-0.8	1	1	2
COc1ccc(/C=N/NC(=O)c2cnccn2)c(OC)c1OC	-8	2	0	-6	0	-2.2	1	-5	-5
CCOC(=O)c1c(NC(=O)Cn2c(=O)oc3ccccc32)oc(C)c1C(C)=O	-5	6	-3	-5	1	0.0	5	-3	0
CCN1CCCC1CNC(=O)c1cc2cc(F)ccc2[nH]1 (stereo unspecified)	8	67*	-4	6	-5	-0.1	0	6	5
O=S(=O)(c1ccc(F)c2ccccc12)N1CCCCC1	5	0	3	5	1	2.0	1	6	-1
Cn1nnc2cc(C(=O)NCc3ccc4c(c3)OCO4)ccc21	-5	7	-8	8	-2	1.8	4	2	4
COc1ccc(S(=O)(=O)Nc2c(C)nc3nc(C)[nH]n3c2=O)cc1	-4	2	1	4	0	-3.3	3	0	6
CC(C)(CNC(=O)c1cc(=O)[nH]c2ccccc12)N1CCOCC1	-6	4	-2	2	4	-3.0	-1	5	5
Cc1ccc(CSCCNC(=O)CN(c2ccc(F)cc2)S(C)(=O)=O)cc1	3	4	1	12	-2	-1.0	0	5	-4
COc1ccc(OCC(=O)OCCN(C)C)cc1	2	-3	2	0	1	-3.6	1	4	0
Cc1nc(NC(=O)c2ccccc2)sc1-c1csc(Nc2ccc(Cl)cc2Cl)n1	-20	43	-7	.	-2	-1.7	9	-6	-3
Cc1ccc2c(c1)N(CC(=O)NCCc1ccc(Cl)cc1)C(=O)c1cccnc1O2	2	44	6	8	-2	-2.1	-4	3	18
CCc1ccc2c(c1)C1(NN=C(c3cccc4ccccc34)S1)C(=O)N2 (stereo unspecified)	-2	36	5	3	12	3.5	6	0	21
O=C(CNC(=O)c1ccc(Cl)cc1Cl)OCC(=O)c1ccc2c(c1)OCCO2	7	2	7	2	4	-1.5	9	3	3
Cc1nn(CC(=O)Nc2ccc(S(=O)(=O)N(C)C)cc2)c(C)c1[N+](=O)[O-]	-7	-1	1	6	-3	0.6	0	0	-3
Cc1ccc(C)c(S(=O)(=O)NC(C)C(=O)NCc2ccccn2)c1 (stereo unspecified)	-6	1	7	7	-3	-0.2	0	-5	3
COc1ccccc1C(=O)OC(C)CN1CCN(C)CC1 (stereo unspecified)	1	1	1	1	0	-4.5	7	-2	1
CC(C)(C)OC(=O)NNC(=O)c1ccc(Cl)cc1	3	4	0	9	7	-0.4	0	6	-1
C=CCOc1c(Cl)cc(CNc2ccc(C)c(Cl)c2)cc1OC	2	5	2	.	10	2.0	8	-2	-3
COc1ccc(OC)c(CN2CCN(C(=O)c3ccc(NS(=O)(=O)c4cccc([N+](=O)[O-])c4)cc3)CC2)c1	-2	-1	-1	2	5	-1.9	7	3	0
Cc1ccc(NC(=O)NNC(=O)COc2ccc(Cl)cc2)cc1	5	2	1	-4	0	3.0	1	3	-3
CCOc1ccc(S(=O)(=O)N2CCN(C(=S)NCc3ccccc3)CC2)cc1	5	-2	0	6	3	-0.9	2	4	18
O=C(O)Cn1cc(C(=S)N2CCCCC2)c2ccccc21	21	2	8	13	3	0.8	3	18	-7
CC(NC(=O)C1CCCC1)c1ccc2c(c1)OCCO2 (stereo unspecified)	9	-4	-5	2	-2	0.4	5	4	-4
OC(Cn1cncn1)(Cn1cncn1)c1ccc(F)cc1F	-4	-1	-3	1	3	2.8	-6	3	3
CCC(C)c1ccc(NC(=O)COC(=O)CCNC(=O)c2ccco2)cc1 (stereo unspecified)	-7	2	7	3	.	.	0	-10	-1
O=C1C(=O)N(CCOCCO)C(c2ccccn2)/C1=C(\O)c1ccccc1 (stereo unspecified)	-4	1	5	4	-3	-0.8	-2	0	-8
CCC(CC)C1C(C#N)=C(N)SC(N)=C1C#N	-34	-1	-19	-9	-5	-1.7	-2	-19	-2
O=C(CCc1ccc(S(=O)(=O)N2CCOCC2)cc1)NN=C1CCCCCCC1	5	0	9	1	3	1.2	3	0	-5
O=S(=O)(c1cccc(C(F)(F)F)c1)N(CCCN1CCOCC1)Cc1cccs1	-3&3	-1&2	-4&6	-1&4	-1&1	0.0&-2.2	10&8	-2&5	-2&2
O=C(Oc1cccc(-c2cnc3ccccc3n2)c1)c1ccco1	10	99*	6	1	-3	-0.6	0	3	-2
CCC(CC)NC(=O)c1cccc(NC(=O)C(C)C)c1	17	-1	-1	4	0	1.2	3	7	5
C[C@H](CO)N1C[C@H](C)[C@@H](CN(C)C(=O)NC2CCCCC2)Oc2c(NC(=O)CCC(F)(F)F)cccc2C1=O	.	0	2	4	.	.	2	.	.
COc1cc(CNC(C)C)c(Br)cc1OC1CCCC1	0	6	-1	-5	3	-2.3	-7	-1	3
Cc1ccc(NC(=O)/C=C/c2ccc([N+](=O)[O-])s2)c(C)c1	-2	21	-4	1	-2	-1.2	4	0	4
O=C(Cn1c(=O)oc2cc(S(=O)(=O)N3CCCC3)ccc21)Nc1cccc(C(F)(F)F)c1	-1	3	-1	3	-9	-3.4	3	-5	-15
Cc1nc2ccccc2n1CC(=O)N/N=C/c1cccnc1	2	2	9	2	1	1.4	5	1	4
OC(Cc1ccncc1)(c1ccccc1)c1ccccc1	-1	1	1	5	3	0.6	8	-3	-1
C=C(C)Cn1c(C)cc(C)c(S(=O)(=O)c2ccc(C)cc2)c1=O	3	2	3	1	1	0.5	5	1	2
CC(C)N1CCC(N2CCN(Cc3cc4c(cc3Cl)OCO4)CC2CCO)CC1 (stereo unspecified)	8	2	-5	4	0	-0.1	-4	1	-2
COc1ccccc1-c1nc2ccccc2nc1-c1ccccc1	-2	8	0	2	0	-1.1	2	4	-1
O=C(COc1ccc(Cl)cc1Cl)Nc1ccccc1NS(=O)(=O)c1cccs1	9	2	0	17	0	0.2	14	8	20
CC(=O)N1CCN(c2ccc(NC(=O)c3ccc([N+](=O)[O-])o3)cc2Cl)CC1	6	-4	4	3	0	-0.2	13	4	4
